Bim-Bcl-2: human Bim-Bcl-2 interaction inhibition; P10415; Bead-based flow cytometry, Bim peptide-Bcl-2 binding; inhibition, % at 10 µM; 190,000 tested, 0.06% active; AID 950; in the data active = inhibition above about 40%; inconclusive = no clear call, values can overlap the other calls;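 note: 0% = no compound wells with probe peptide and 100% = reference peptide inhibitor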
Target sequence (P10415 whole entry, looked up): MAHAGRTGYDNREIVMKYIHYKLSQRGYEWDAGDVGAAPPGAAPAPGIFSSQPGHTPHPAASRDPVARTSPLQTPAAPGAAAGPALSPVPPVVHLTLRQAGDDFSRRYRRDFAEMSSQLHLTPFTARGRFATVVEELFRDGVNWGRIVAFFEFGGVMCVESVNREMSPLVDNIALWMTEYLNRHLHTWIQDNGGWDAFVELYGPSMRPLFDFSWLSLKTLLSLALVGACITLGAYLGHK
Bim-Bfl-1: disrupts Bim binding to human Bfl-1; Q16548; Bead-based flow cytometry, Bim-Bfl-1 binding inhibition; inhibition, % at 10 µM; 190,000 tested, 0.12% active; AID 1008;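 note: 0% = wells without compound plus tracer and 100% = blocker peptide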
RGS7-Gao reg: modulates binding of RGS7 to human Galphao. 220,000 tested, 0.35% active. binding response (% of control), % at 10 µM. Multiplexed bead flow cytometry; actives lie on both sides; in the data active = binding response below about 49% or above about 150%; inconclusive = no clear call, values can overlap the other calls; inactive = in between;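 note: fluorescent Galphao held in activated GDP-AlF4 state binding bead-coupled RGS7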
Target sequence (P09471 whole entry, looked up): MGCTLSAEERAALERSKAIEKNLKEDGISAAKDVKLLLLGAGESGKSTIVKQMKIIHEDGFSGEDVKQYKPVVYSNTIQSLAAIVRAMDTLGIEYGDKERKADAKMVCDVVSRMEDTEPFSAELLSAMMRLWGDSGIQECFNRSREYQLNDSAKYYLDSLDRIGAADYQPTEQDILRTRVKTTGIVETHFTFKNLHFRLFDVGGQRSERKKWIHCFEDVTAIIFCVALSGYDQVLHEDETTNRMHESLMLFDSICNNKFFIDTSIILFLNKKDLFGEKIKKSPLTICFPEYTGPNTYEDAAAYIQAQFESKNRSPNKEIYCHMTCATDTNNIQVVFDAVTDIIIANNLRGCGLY
RGS4-Gao reg: human RGS4-Galphao interaction regulation; Multiplexed bead flow cytometry, RGS4-Galphao binding; actives lie on both sides; 220,000 tested, 0.33% active; AID 1415; binding response (% of control), % at 10 µM; P09471; in the data active = binding response below about 49% or above about 150%; inactive = in between;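 note: fluorescent Galphao activated with aluminum fluoride binding bead-coupled RGS4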
Mcl-1 Bim block: inhibitors of Bim-Mcl-1 interaction, human; Q07820; Bead-based flow cytometry, Bim peptide-Mcl-1 binding; inhibition, % at 10 µM; 190,000 tested, 0.1% active; AID 1009;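 note: 0% = no compound tracer wells and 100% = peptide blocker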
Bcl-W Bim block: disrupts Bim peptide binding to human Bcl-W. Q92843. bead-based flow cytometry. inhibition, % at 10 µM. 190,000 tested, 0.02% active;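 note: 0% = bound tracer without compound and 100% = peptide blocker; higher means less fluorescent Bim peptide bound to Bcl-W beads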
Target sequence (Q92843 whole entry, looked up): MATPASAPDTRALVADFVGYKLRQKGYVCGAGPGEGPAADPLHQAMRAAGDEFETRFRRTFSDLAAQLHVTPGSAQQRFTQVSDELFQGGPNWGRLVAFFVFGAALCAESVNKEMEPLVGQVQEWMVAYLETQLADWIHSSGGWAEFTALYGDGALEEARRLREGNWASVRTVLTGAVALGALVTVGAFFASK
RGS8-Gao reg: modulates binding of RGS8 to human Galphao | multiplexed bead flow cytometry; actives lie on both sides | AID 1423 | 220,000 tested, 0.34% active | P09471 | response (percent of control binding), % at 10 µM; in the data active = response below about 60% or above about 140%; inactive = in between;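 note: Galphao activated as the GDP aluminium fluoride complex binding bead-coupled RGS8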
GSH fluor: compound fluoresces at 488/530 nm on GSH beads | GSH beads flow cytometry, compound fluorescence 488/530 nm; hits give high values | fluorescence (KMESF) at 10 µM | 190,000 tested, 0.25% active | AID 1776; in the data active = fluorescence above about 89;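 note: glutathione beads carrying GST-tagged Bcl family fusion proteins plus one bare bead set; values are compound well signal with DMSO vehicle wells as background; inactives centre near 16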
Mcl1-Bid inh: disrupts binding of human Mcl-1 to Bid peptide | Q07820 | TR-FRET Mcl-1/Bid-Dy647 peptide binding, 1536-well | inhibition, % at 21.7 µM | 220,000 tested, 0.97% active;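 active = compounds that cut the binding signal by more than half at the single screening dose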;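 note: His-tagged Mcl-1 with europium anti-His antibody binding Bid BH3 peptide; 0% = Mcl-1 plus peptide wells and 100% = peptide-only wells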
Bcl-B Bim block: human Bim-Bcl-B interaction inhibition; bead-based flow cytometry, Bim peptide-Bcl-B binding; inhibition, % at 10 µM; 190,000 tested, 0.073% active;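 note: 0% = tracer peptide without compound and 100% = reference inhibitor peptide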
Target sequence (Q9HD36 whole entry, looked up): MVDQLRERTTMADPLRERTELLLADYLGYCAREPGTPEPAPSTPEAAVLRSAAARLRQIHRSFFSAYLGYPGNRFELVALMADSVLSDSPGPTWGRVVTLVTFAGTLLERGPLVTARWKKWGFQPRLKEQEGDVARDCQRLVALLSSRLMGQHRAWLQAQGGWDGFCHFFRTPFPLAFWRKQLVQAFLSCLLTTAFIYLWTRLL
Bim-Bcl-XL: human Bim-Bcl-XL interaction inhibition. 190,000 tested, 0.04% active. inhibition, % at 10 µM. Bim peptide-Bcl-XL binding, bead flow cytometry, fluorescence
The depositor's hits bear a star; ? = inconclusive; . = no result given; [ ] = dose if it differs, or a comment. Cut-off read from the data, not from the text of the source, unless noted: active = inhibition above about 40%.

SMILES | Bim-Bcl-2 | Bim-Bfl-1 | RGS7-Gao reg | RGS4-Gao reg | Mcl-1 Bim block | Bcl-W Bim block | RGS8-Gao reg | GSH fluor | Mcl1-Bid inh | Bcl-B Bim block | Bim-Bcl-XL
Cc1cc(C(=O)NCCCOC(C)C)c2ccccc2n1 | 2 | 0 | 96 | 96 | 3 | 0 | 101 | 6 | 0 | 1 | 1
COc1cccc(CCNC(=O)CC2C(=O)NCCN2CC(C)(C)C)c1 (configuration not stated) | -2 | -4 | 105 | 103 | -2 | 1 | 100 | 13 | -10 | -7 | -4
O=C(Oc1ccccc1Cl)c1ccc(-n2cncn2)nc1 | 2 | -1 | 98 | 98 | 0 | 1 | 100 | 20 | -11 | 0 | 2
O=C(Cn1nc(-c2cccc(Cl)c2)ccc1=O)Nc1ccc(C(=O)NC2CC2)cc1 | -1 | -5 | 108 | 108 | 0 | 0 | 110 | 10 | -26 | -4 | -1
CCOc1ccc(-c2nnn(CC(=O)N3CCN(c4ccc(OC)cc4)CC3)n2)cc1OCC | -1 | 0 | 102 | 104 | 0 | 3 | 102 | 33 | -20 | -1 | 1
Cc1ccccc1C(=O)Nc1ccnc(-c2ccncc2)n1 | -2 | -4 | 98 | 97 | -1 | -3 | 101 | 13 | -3 | -2 | -3
OCC1(Cc2ccccc2)CCN(CCCC2CCCC2)CC1 | -9 | -18 | 98 | 100 | -3 | -1 | 102 | 57 | -20 | -9 | -7
Cc1ccc2nc(NCc3ccccc3)c(C=NCc3ccccc3)c(=O)n2c1 | -5 | -1 | 100 | 94 | -4 | -4 | 103 | 20 | 10 | -4 | -6
COc1ccc(N2C(=O)CC(Sc3nc(C)c4c(n3)CCCC4)C2=O)cc1 (configuration not stated) | 1 | -7 | 112 | 115 | 0 | 3 | 111 | 19 | -2 | -5 | -2
COc1cc(S(=O)(=O)N(C)C2CCCCC2)c(C)cc1C | 2 | 4 | ? | 97 | -6 | -2 | 100 | 17 | -47 | 0 | -1
CNC(=O)NC(=O)COC(=O)CCCOc1ccc(OC)cc1 | -5 | -2 | 101 | 100 | -2 | -6 | 97 | 7 | -22 | -2 | -5
CCN(c1ccccc1)S(=O)(=O)c1ccc(N)c(OC)c1 | -3 | -13 | 96 | 103 | 1 | 0 | 98 | 18 | -54 | -4 | -6
COc1cc(C(=O)N2CCN(C(=O)C(Cc3cc(C)ccc3C)NC(C)=O)CC2)cc(OC)c1OC (configuration not stated) | -7 | -9 | 97 | 101 | -2 | -4 | 103 | 14 | -6 | -7 | -7
O=C(CSc1nnc(NC(=O)C2CC2)s1)NCc1ccco1 | -2 | -5 | 97 | 95 | -5 | 2 | 85 | 9 | -27 | 1 | -2
N/C(=N\OC(=O)c1cc(-c2ccccc2)nc2ccccc12)c1ccc(Cl)cc1 | 0 | -2 | 98 | 96 | 2 | -2 | 98 | 24 | 3 | 1 | -2
CC(C)(C)S(=O)(=O)/C(C#N)=N/Nc1ccc(C#N)cc1 | -2 | -5 | 107 | 103 | 1 | -3 | 103 | 26 | -1 | -1 | 0
Cc1cccc(N2CCCn3c2nc2c3c(=O)n(CCN3CCOCC3)c(=O)n2C)c1 | -6 | -13 | 97 | 91 | -2 | 0 | 96 | 50 | -10 | -6 | -15
CCOc1ccccc1OC(=O)c1ccco1 | -13 | -14 | 105 | 105 | -8 | -1 | 103 | 28 | 8 | -11 | -21
CC(C)CN1C2CCCC1CC(NC(=S)NCc1ccco1)C2 (configuration not stated) | -1 | -4 | 96 | 96 | -2 | -3 | 98 | 24 | -35 | -11 | -5
CCN(CC)S(=O)(=O)c1ccc(C(=O)N2CCN=C2SC)cc1 | -7 | -7 | 98 | 100 | 0 | 1 | 101 | 27 | -11 | -9 | -4
Cc1ccc(Cl)cc1N1CCN(C(=O)COc2ccc(S(=O)(=O)NC(C)C)cc2)CC1 | -6 | -5 | 104 | 104 | -4 | -3 | 100 | 23 | 2 | -3 | -1
CC(=O)Nc1ccc2c(c1)C(=O)c1ccccc1C2=O | -7 | -12 | 114 | 106 | 3 | 8 | 101 | 27 | -3 | 0 | 4
CCN(CC)CC(C)CNC(=O)CC(C(=O)N1CCc2ccccc21)n1ccnc1 (configuration not stated) | -10 | -18 | 103 | 107 | -5 | -4 | 102 | 26 | -36 | -9 | -8
CCOC(=O)C1=C(C)N=C2SCCC(=O)N2C1c1sccc1C (configuration not stated) | -7 | -6 | 102 | 100 | -4 | -6 | 100 | 16 | -24 | -2 | -3
COCCn1c(SCC(=O)Nc2ccc(Cl)cn2)nc2ccccc21 | -1 | -3 | 99 | 90 | -7 | -2 | 96 | 32 | -9 | -7 | -1

Nothing new here: entries from further up.
SMILES | Bim-Bcl-2 | Bim-Bfl-1 | RGS7-Gao reg | RGS4-Gao reg | Mcl-1 Bim block | Bcl-W Bim block | RGS8-Gao reg | GSH fluor | Mcl1-Bid inh | Bcl-B Bim block | Bim-Bcl-XL
O=C(CSc1nnc(NC(=O)C2CC2)s1)NCc1ccco1 | -2 | -5 | 97 | 95 | -5 | 2 | 85 | 9 | -27 | 1 | -2
N/C(=N\OC(=O)c1cc(-c2ccccc2)nc2ccccc12)c1ccc(Cl)cc1 | 0 | -2 | 98 | 96 | 2 | -2 | 98 | 24 | 3 | 1 | -2
CC(C)(C)S(=O)(=O)/C(C#N)=N/Nc1ccc(C#N)cc1 | -2 | -5 | 107 | 103 | 1 | -3 | 103 | 26 | -1 | -1 | 0

(next part)
SMILES | Bim-Bcl-2 | Bim-Bfl-1 | RGS7-Gao reg | RGS4-Gao reg | Mcl-1 Bim block | Bcl-W Bim block | RGS8-Gao reg | GSH fluor | Mcl1-Bid inh | Bcl-B Bim block | Bim-Bcl-XL
Cc1cccc(NC(=S)NC2CCCC2)n1 | 8 | 24 | 103 | 99 | 0 | -4 | 92 | 10 | -27 | 2 | 0
Nc1ccc(C(=O)OCc2ccncc2)cc1[N+](=O)[O-] | -2 | -5 | 99 | 100 | -2 | 0 | 98 | 15 | -15 | 4 | 0
CCCc1cc(=O)[nH]c(SCC(=O)c2c(N)n(C)c(=O)n(C)c2=O)n1 | -11 | -16 | 104 | 101 | 8 | 0 | 101 | 25 | -13 | -8 | 5
Cc1ccc(NC(=O)N2Cc3ccccc3CC2C(=O)NC(C)(C)C)cc1 (configuration not stated) | -10 | -16 | 101 | 100 | -1 | -2 | 100 | 28 | -26 | -9 | -8
Cc1ccccc1Nc1nc(N)nc(COC(=O)c2cccc(S(=O)(=O)NCc3ccccc3)c2)n1 | -4 | 2 | 99 | 101 | 0 | 0 | 100 | 10 | -13 | 0 | -2
CCCC(=O)Nc1ccc(Cl)c(NC(=S)NC(=O)c2ccco2)c1 | -14 | -15 | 107 | 103 | -5 | -7 | 102 | 18 | -7 | -13 | -12
COc1ccc(CC(=O)Nc2cccc(-c3csc(C)n3)c2)cc1 | 0 | 0 | 101 | 93 | 0 | 0 | 95 | 16 | 8 | -1 | -3
CCOc1ccc(NCc2nnc(SCC(=O)Nc3cc(C)on3)n2-c2ccc(OC)cc2)cc1 | -1 | -2 | 102 | 105 | -1 | -1 | 101 | 12 | -6 | -3 | -2
CCN(CC)CCNc1ccnc2cc(Cl)ccc12 | -10 | -11 | 97 | 101 | 0 | 3 | 102 | 17 | -1 | -7 | -4
CCN(C(=O)c1ccc(Cl)cc1[N+](=O)[O-])c1ccccc1C | 7 | 11 | 106 | 96 | -1 | -3 | 98 | 18 | -14 | 5 | -1
Cc1oc2ccc(O)c(CN(C)C)c2c1C(=O)c1ccccc1 | 0 | 1 | 122 | 123 | 0 | -1 | 153*[activator] | 12 | -8 | 0 | 0
CCCCN(CC)Cc1ccc(CNC(=S)Nc2c(C)cc(C)cc2C)o1 | 0 | 1 | 125 | 101 | -4 | -4 | 96 | 15 | -31 | -28 | -9
CC(=O)OC[C@H]1COc2ccc3ccccc3c2[C@H]1N(C)C(C)=O | -1 | -1 | 105 | 103 | 2 | 0 | 102 | 12 | 12 | 0 | 0
CC1=Nn2c(nnc2-c2ccco2)SC1 | -2 | 0 | 92 | 93 | 0 | 0 | 80 | 20 | -36 | -2 | -1
O=C(Cn1cnc(Cl)c1Cl)c1ccc(F)cc1 | -3 | -6 | ? | 98 | -2 | -1 | 98 | 18 | -45 | -4 | -2
Fc1cccc(C[n+]2csc3ccccc32)c1 | -3 | 4 | 105 | 98 | -2 | -2 | 73 | 13 | -39 | -13 | -1
COc1cc(NC(=S)NCCC(c2ccccc2)c2ccccc2)c(OC)cc1Cl | -1 | -6 | 106 | 102 | -8 | -6 | 100 | 19 | -42 | -29 | -14
Cc1ccc(-c2cc(C(=O)NCc3cccnc3)no2)cc1 | -13 | -13 | 103 | 102 | -7 | -7 | 104 | 35 | 6 | -6 | -8
Cc1ccc(S(=O)(=O)N/N=C/c2cnn(C)c2C)cc1 | -17 | -24 | 100 | 102 | -8 | -4 | 100 | 25 | 70* | -14 | -15
O=C(Nc1ccc(Cl)cn1)c1ccc2c(c1)OCCO2 | -6 | 0 | 97 | 98 | -4 | -5 | 90 | 28 | 4 | -2 | -3
COc1ccc(NC(=O)COc2nsnc2N2CCOCC2)cc1 | -1 | -3 | ? | 102 | 0 | 0 | 102 | 17 | -29 | -1 | -1
CCC1CCc2c([nH]c3ccccc3c2=O)O1 (configuration not stated) | 3 | 8 | 108 | 110 | -1 | 1 | 121 | 8 | -11 | 0 | 1
CCNC(=S)Nc1cc(OCC)c(N2CCOCC2)cc1OCC | 0 | 0 | 106 | 100 | -2 | -2 | 103 | 5 | -55 | -2 | -3
CC(C)Cc1cc(C(=O)N2N=C(C(F)F)CC2(O)C(F)F)c2ccccc2n1 (configuration not stated) | . | -5 | 102 | 105 | -6 | -1 | 102 | 25 | -5 | -2 | -7
CC(C)N1C(=O)/C(=C/c2nc3ccccc3c(=O)n2-c2ccccc2)c2ccccc21 | 0 | -1 | 101 | 103 | 0 | 0 | 102 | 17 | 78* | -2 | -3
Further structures
SMILES | Bim-Bcl-2 | Bim-Bfl-1 | RGS7-Gao reg | RGS4-Gao reg | Mcl-1 Bim block | Bcl-W Bim block | RGS8-Gao reg | GSH fluor | Mcl1-Bid inh | Bcl-B Bim block | Bim-Bcl-XL
CCOC(=O)C1CCN(C(=O)Cc2c(C(=O)O)[nH]c3ccccc23)CC1 | -8 | -11 | 98 | 101 | -2 | 2 | 103 | 12 | -7 | -6 | -4
O=C(NCCCCc1ccccc1)c1ccc(Br)o1 | 3 | 1 | 99 | 96 | 2 | 2 | 93 | 18 | -12 | 1 | 0
CCC(=O)N(CCc1ccc(OC)c(OC)c1)Cc1cc2ccc(C)cc2n2nnnc12 | -2 | -4 | 101 | 103 | -3 | -4 | 102 | 18 | -36 | -8 | -4
O=C(COc1ccc2c(C(F)(F)F)cc(=O)oc2c1)NCc1cccs1 | -6 | -2 | 97 | 95 | -4 | -6 | 97 | 13 | -4 | -6 | -9
Nc1[nH]n2c(=O)cc(-c3ccccc3)nc2c1N=Nc1ccccc1 | 3 | 7 | 94 | 84 | 3 | 3 | 105 | 15 | -90 | 10 | 1
C=CCOc1cccc(C(=O)NC(c2ccccc2)C(C)C)c1 (configuration not stated) | -1 | -6 | ? | 101 | 0 | -2 | 99 | 17 | -31 | -2 | -4
COc1cc2c(cc1OC)C1(NCC2)C(=O)Nc2ccccc21 (configuration not stated) | -12 | -11 | 98 | 95 | -1 | 0 | 98 | 48 | -12 | -7 | -7
CCn1c(SC)nnc1C1CCN(S(=O)(=O)c2ccc(OC)cc2)CC1 | 0 | -1 | 98 | 96 | -1 | -1 | 101 | 13 | -32 | 0 | -1
Cn1c(SCC(=O)Nc2cccc(S(=O)(=O)NC3=NCCCCC3)c2)nnc1-c1ccccc1 | -6 | -3 | 110 | 106 | -1 | -2 | 102 | 12 | 3 | 0 | -1

Screens from PubChem.
